MMP13 inh: human MMP13 inhibitors, primary screen, biochemical, FRET peptide cleavage; 0.07% of 65,000 active; MMP-13 fTHP FRET cleavage, Mca fluorescence; Collagenase 3 (Homo sapiens), P45452; inhibition, % at 4 µM;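 active = inhibition above the mean of compound-free control plate wells plus 3 SD, cut at about 14% in these data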;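 also: 0% = DMSO wells and 100% = wells with reference MMP-13 inhibitor after basal subtraction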
Ecoli tolC: growth inhibitors of E. coli tolC mutant, primary screen, strain BW25113 ΔtolC::kan, 384-well; OD615; growth inhibition, % at 10 µM (by protocol); 2.2% of 65,000 active;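 active = growth inhibition at or above a cutoff equal to the mean over every tested compound plus 3 SD, cut at about 60% in these data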;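 also: growth measured after 20 h incubation at 37 °C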
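Test system: tolC-deleted E. coli BW25113; medium: LB with kanamycin 50 µg/mL; compound: single-point testing at 10 µM; incubation: 20 h compound exposure of bacteria at 37 °C; signal: OD at 615 nm; evaluation: growth inhibition in percent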
Fluor 339 460: intrinsic fluorescence of library compounds, ex339/em460 – biochemical, MLSMR library, data from DPM-DC assay, artefact control, profiling panel. compound autofluorescence, ex339/em460 nm, NADH buffer; active compounds read high; 1 = no-compound wells, NADH background. fluorescence fold increase at 10 µM. 5.5% of 65,000 active. AID 709, 2007;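 active = at 10 µM, mean starting fluorescence two-fold or more over control wells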;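 also: signal is the first read of a kinetic run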
HEK293 NFkB inh: inhibitors of PMA/ionomycin-induced NF-kB reporter, primary screen, antigen receptor NF-kB inhibitor project, cell-based, HEK-293 luciferase reporter, luminescence. HEK-293 NF-kB luciferase reporter. 0.21% of 62,000 active. inhibition, % at 3 µM;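 active = inhibition above the mean of all tested compounds plus 3 SD, cut at about 40% in these data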;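 also: 0% = stimulated DMSO wells and 100% = 10 µM reference inhibitor 5653914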
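System – HEK-293 cells with stable firefly luciferase reporter driven by four HIV NF-kB elements · Doses – one dose, 3 µM · Schedule – 1 h compound pre-incubation, 16 h PMA/ionomycin at 37 °C · Technique – luminescence from luciferase substrate reagent · Measure – percent inhibition normalized per plate to DMSO and reference-inhibitor controls · Replicates – tested once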
JNK3 inh: JNK3 kinase activity inhibitors, primary screen, biochemical, human, purified enzyme; AID 746, 2007; 0.61% of 60,000 active; inhibition, % at 8 µM; HTS; Mitogen-activated protein kinase 10 (Homo sapiens), P53779; in the data active = inhibition above about 17%;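 also: 0% = DMSO and 100% = reference inhibitor; many of its hits are not listed in these tables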
Target sequence (P53779 whole entry, looked up): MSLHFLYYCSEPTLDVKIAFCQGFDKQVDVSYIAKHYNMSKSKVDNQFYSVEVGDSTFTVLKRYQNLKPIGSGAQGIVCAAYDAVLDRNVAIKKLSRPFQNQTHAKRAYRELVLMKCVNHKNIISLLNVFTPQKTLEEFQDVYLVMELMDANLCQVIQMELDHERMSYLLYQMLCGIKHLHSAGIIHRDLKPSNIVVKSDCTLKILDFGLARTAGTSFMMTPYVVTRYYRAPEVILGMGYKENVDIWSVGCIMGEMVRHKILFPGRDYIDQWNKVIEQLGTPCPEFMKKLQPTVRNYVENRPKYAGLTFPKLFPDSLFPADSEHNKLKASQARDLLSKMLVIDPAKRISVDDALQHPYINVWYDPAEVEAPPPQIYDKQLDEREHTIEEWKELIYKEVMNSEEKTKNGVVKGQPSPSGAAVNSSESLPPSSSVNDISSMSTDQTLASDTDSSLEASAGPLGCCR
PKA kinase inh: inhibitors of human PKA kinase activity, primary screen, biochemical, ATP-depletion luminescence, Kemptide substrate. AID 524, 2006. inhibition, % at 6 µM. 0.1% of 65,000 active. cAMP-dependent protein kinase catalytic subunit alpha (Homo sapiens), P17612. PKA Kemptide phosphorylation, Kinase-Glo ATP luminescence;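 active = inhibition above the screen-wide mean inhibition plus 3 SD, cut at about 21% in these data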; also: many of its hits are not listed in these tables
A340 absorber: compound light absorbance at 340 nm, profiling panel, artefact control, biochemical, MLSMR library, data from PS, PMK, MK assays; compound absorbance at 340 nm, fold over control; fold change at 10 µM; 65,000 tested, under 10 active; AID 708, 2007;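 active = at 10 µM dose, initial 340 nm absorbance at least 2 fold that of control wells; inactive = change under 2 fold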;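 also: initial absorbance extrapolated from kinetic A340 decline of NADH oxidation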
ROCK2 blocker: inhibitors of human ROCK2 kinase, primary screen, biochemical, high-throughput, luminescence | Rho-associated protein kinase 2 (Homo sapiens), O75116 | purified ROCK2, Kinase-Glo ATP depletion luminescence | inhibition, % at 6 µM | 0.35% of 60,000 active;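 active = inhibition above the screen-wide mean inhibition plus 3 SD, cut at about 18% in these data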;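 also: plate controls were DMSO wells for no effect and Y-27632 control wells after no-enzyme background subtraction for full effect; many of its hits are not listed in these tables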
NADH enzymes: inhibitors of PK/LDH coupling enzymes, profiling panel, artefact control, biochemical, MLSMR library; AID 774, 2007; coupled PK/LDH NADH assays, four targets; 0.02% of 65,000 active; IC50, µM (titrated, usually from 10 µM), inactives show at the top dose inhibition;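 active = single-dose screening hits from any of four coupled enzyme assays that gave an IC50 when retested across doses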;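 also: the DPM-DC format reads NADH fluorescence rather than 340 nm absorbance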
Active calls of the source: *; . = no result given; [ ] = another dose, or the depositor's remark.

SMILES	MMP13 inh	Ecoli tolC	Fluor 339 460	HEK293 NFkB inh	JNK3 inh	PKA kinase inh	A340 absorber	ROCK2 blocker	NADH enzymes
COc1cc(S(=O)(=O)N2CCOCC2)ccc1NC(=O)c1cc2c(s1)CCC2	-2	21	0.03	7	.	5	1.1	.	7%
CC1CCN(CCc2nc3cc(NS(=O)(=O)c4ccc(F)cc4)ccc3n2C)CC1	-3	-17	1.1	15	-3	2	0.99	4	2%
Cc1cc(Cl)ccc1N=Cc1c(O)n(C)c(=O)n(C)c1=O	2	5	1.1	10	-11	4	1.1	4	12%
Cc1cc2nnc(SCC(=O)N3C(C)CCCC3C)n2c(N)n1 (stereo unspecified)	-1	-20	1.1	1	-1	8	1	7	6%
CC1(C)CC(=O)C2=C(C1)NCN(CCCN1CCOCC1)C2	-11	-34	1.1	4	1	6	1	4	5%
CCSC1(SCC)N=C(N)C2(C#N)C(c3ccccc3)NC(C)=CC12C#N (stereo unspecified)	-4	2	1.2	10	0	14	1	8	1%
CCc1ccc(NC(=O)C2CC=CCC2C(=O)O)cc1 (stereo unspecified)	3	-16	1.1	18	.	-2	1	.	7%
CCOC(=O)C(NC(C)=O)(NS(=O)(=O)c1ccccc1)C(F)(F)F (stereo unspecified)	-1	-17	1	-2	1	3	1	3	3%
CCC(=O)Nc1ccc(F)c(Cl)c1	-5	-6	1	14	-1	8	0.98	6	3%
CCCCCCOc1cccc(N)c1	2	0	1.1	5	-5	2	0.98	-3	7%

Copied from the list:
CC1CCN(CCc2nc3cc(NS(=O)(=O)c4ccc(F)cc4)ccc3n2C)CC1 | MMP13 inh = -3
CCCCCCOc1cccc(N)c1 | PKA kinase inh = 2
CCSC1(SCC)N=C(N)C2(C#N)C(c3ccccc3)NC(C)=CC12C#N (stereo unspecified) | Ecoli tolC = 2

Continued:
SMILES	MMP13 inh	Ecoli tolC	Fluor 339 460	HEK293 NFkB inh	JNK3 inh	PKA kinase inh	A340 absorber	ROCK2 blocker	NADH enzymes
O=C1C2C3C=CC(CO)(O3)C2C(=O)N1c1ccccc1-c1ccccc1 (stereo unspecified)	-1	-9	1.1	10	7	10	1	3	10%
O=C(CN(c1ccc(F)cc1)S(=O)(=O)c1ccccc1)NCc1ccco1	2	4	1	5	-1	6	0.95	4	10%
CCCn1c(=O)c2ccccc2n2c(SCCOc3ccc(Cl)cc3)nnc12	5	-1	1.3	18	5	3	1	3	2%
Cc1ccc(N2C(=O)c3ccccc3C2=O)cc1Cl	-2	-2	1.1	5	4	14	1	12	5%
Cc1onc(-c2c(Cl)cccc2Cl)c1C(=O)NCc1ccco1	-9	-1	1.1	21	4	6	0.99	4	9%
COc1ccc(C(=O)N2c3ccccc3CC2C)cc1OC (stereo unspecified)	10	-10	1.1	7	3	4	1	5	3%
Cc1nn(-c2ccccc2)c(Cl)c1C1C(C#N)=C(N)OC2=C1C(=O)CC(C)(C)C2 (stereo unspecified)	3	-2	0.97	12	.	-2	0.99	.	3%
CC(NC(=O)c1cccs1)C(c1cccs1)N1CCN(c2ccccc2)CC1 (stereo unspecified)	6	59	1	9	-1	4	1	5	6%
COc1ccccc1S(=O)Cc1ccc(C(=O)NC2CCCC2)o1 (stereo unspecified)	1	0	1.1	17	1	11	1	3	1%
CN(C)S(=O)(=O)c1cc(C(=O)NCCCn2ccc3ccccc32)ccc1Cl	9	-3	1.1	27	-1	9	0.98	6	5%
CC(C)Oc1ccc(C2C(C(=O)c3ccco3)=C(O)C(=O)N2Cc2cccnc2)cc1 (stereo unspecified)	-6	13	1	15	-2	0	1.1	0	7%
CCC(C)Sc1nc2c(c(=O)[nH]c(=O)n2C)n1C (stereo unspecified)	-3	-1	1.1	10	-3	0	1	-4	7%
CC(=O)c1ccc(S(=O)(=O)NCCCC(=O)NCCc2ccccn2)cc1	-9	-24	0.96	8	2	9	0.98	2	8%
COc1ccccc1N(O)C1CC(=O)N(c2ccc(Br)cc2)C1=O (stereo unspecified)	-2	7	0.79	.	5	-8	1	-7	5%
N#CCCCSc1nnc(-c2ccc(Cl)cc2)n1-c1ccccc1	-1	13	1.1	16	2	4	1.1	-1	1%
C=C(C)CC1N(c2cccc(OC)c2)C(=O)[C@@H]2C(C(=O)O)[C@H]3C=C[C@@]12O3 (stereo partly specified)	-2	8	1.1	.	3	7	1	10	3%
O=S(=O)(c1ccccc1)N1CCN(c2ncnc3sc(-c4ccccc4)cc23)CC1	4	13	5.2*	18	5	14	1.1	5	2%[fluoresces]
COc1ccc(OCC(O)CNCc2ccco2)cc1 (stereo unspecified)	5	-15	1.1	15	5	10	0.99	6	4%
COc1cc(C(c2sc3nc(C)nn3c2O)N2CCN(c3ccccc3)CC2)cc(OC)c1OC (stereo unspecified)	-7	4	1.1	2	2	2	1.1	3	3%
Cc1ccc(CNC(=O)c2cc3c(=O)n4cccc(C)c4nc3n(CC3CCCO3)c2=N)cc1 (stereo unspecified)	-145[fluorescence artefact?]	12	4*	3	-3	3	1	8	5%[fluoresces]
Cc1ccc(N(O)C(=O)OCCNC(=O)Nc2ccccc2)cc1	2	22	1.1	-5	-1	6	1	6	6%
CC(=O)c1cc2c(cc1NC(=O)CN1CCOCC1)OCO2	-7	-18	1.4	6	6	0	1.1	2	4%
N#CC1(c2ccccc2)CCC(=NO)CC1 (stereo unspecified)	1	9	1	.	2	3	1	5	2%
CSc1cc(C)nc(NC(C)=O)n1	-1	-20	1.1	-14	0	6	1	-2	3%
Cc1c(OCC(=O)OC(C)(C)C)ccc2c3c(c(=O)oc12)CCC3	-14	26	1.9	16	-2	-6	1.1	-4	1%
Cc1sc2ncnc(SCC(=O)NC(=O)NCc3ccco3)c2c1C	-7	2	1.1	8	0	-3	1	-3	4%
O=C(NCCCc1ccccc1)c1ccncc1	3	-3	1.1	15	10	14	1.1	8	4%
CC(C)COC(=O)c1ccc(NC(=O)C2C3CCC(C3)C2C(=O)O)cc1 (stereo unspecified)	4	14	1.1	-10	-3	-5	1	2	6%
O=C(Nc1ccc(N2CCOCC2)cc1)c1ccc(S(=O)(=O)N2CCCCC2)cc1	1	-2	1.1	14	8	-3	1.1	1	2%
C1CCC2(CC1)OCC1(CO2)COC2(CCCCC2)OC1	0	-5	1.1	4	-1	4	1	-1	9%
Cn1c(SCc2nc3ccccc3[nH]2)nnc1-c1cccs1	3	-8	1.1	8	2	9	1	6	5%
CCN1CCN(CCCNc2ncnc3nc[nH]c23)CC1	7	3	1.1	-3	5	7	1.1	7	3%
CC1CC(C)CN(CC(C)(C)NS(=O)(=O)c2ccccc2)C1 (stereo unspecified)	-1	-12	1.1	8	4	8	1	1	10%
C(=N\n1cnnc1)/c1ccccn1	-2	8	1.1	.	2	5	1.1	5	1%
COc1ccccc1N1CCN(CCCCOc2ccc(F)cc2)CC1	0	13	1	.	4	-1	1	-14	3%
CC1Cc2ccccc2N1C(=O)Cn1cnc2ccccc2c1=O (stereo unspecified)	-1	13	1.1	16	.	2	1	.	5%
O=C(CN(Cc1ccccc1F)S(=O)(=O)c1ccc(Cl)cc1)NCCCO	1	-2	1.1	-11	-4	11	1	2	1%
Cc1cccc(-c2nsc(SCC(=O)Nc3nccs3)n2)c1	3	-10	1	-7	-3	6	1.1	5	7%
COc1ccccc1N1CCN(C(=O)C(NS(=O)(=O)c2cccs2)c2ccccc2)CC1 (stereo unspecified)	-6	-3	1.1	6	8	4	0.99	0	3%
COc1ccccc1-c1cc(C(=O)Nc2cc(C)nn2-c2ccccc2)no1	-8	-16	1.3	28	1	8	1	4	4%

Exported in markdown: 2 of the compounds above.
| Structure | MMP13 inh | Ecoli tolC | Fluor 339 460 | HEK293 NFkB inh | JNK3 inh | PKA kinase inh | A340 absorber | ROCK2 blocker | NADH enzymes |
| --- | --- | --- | --- | --- | --- | --- | --- | --- | --- |
| COc1ccc(C(=O)N2c3ccccc3CC2C)cc1OC (stereo unspecified) | 10 | -10 | 1.1 | 7 | 3 | 4 | 1 | 5 | 3% |
| Cc1nn(-c2ccccc2)c(Cl)c1C1C(C#N)=C(N)OC2=C1C(=O)CC(C)(C)C2 (stereo unspecified) | 3 | -2 | 0.97 | 12 | . | -2 | 0.99 | . | 3% |

More compounds.
SMILES	MMP13 inh	Ecoli tolC	Fluor 339 460	HEK293 NFkB inh	JNK3 inh	PKA kinase inh	A340 absorber	ROCK2 blocker	NADH enzymes
Nc1nc2n(n1)C(c1ccc(Cl)cc1)CC(c1ccc(F)cc1)N2 (stereo unspecified)	-7	7	1.1	9	6	1	1	6	4%
CCCc1[nH]nc2c1C(c1ccc(O)c(OC)c1)C(C#N)=C(N)O2 (stereo unspecified)	3	-10	1.1	3	-1	-2	1	2	4%
COc1ccc(C2CC(c3c(Cl)cccc3Cl)n3nc(N)nc3N2)cc1 (stereo unspecified)	-5	12	1.1	13	-1	5	1	3	7%
Nc1nc2ccc(C(=O)Nc3ccccc3)cc2s1	2	-24	1.1	-11	-2	-7	1	-2	7%
COc1ccc(-n2nnc3c(SCC(=O)OCc4ccccc4)ncnc32)cc1	4	-10	1.1	11	-1	6	1	2	3%
Cn1c2c(c(=O)n(C)c1=O)CN(CC1CCCO1)CN2 (stereo unspecified)	0	-22	1	14	-2	1	1	2	5%
Cn1c2c(c3ccccc31)CC/C2=N\O	6	12	1.1	17	-4	4	1.1	0	3%
O=C1CCCc2sccc2N1	2	4	1	12	-4	-7	1	-2	1%
CCCOc1ccc(N2C(=O)CC(N3CCN(c4ccccc4OC)CC3)C2=O)cc1 (stereo unspecified)	4	-6	1	16	2	-8	1.1	1	7%
Cc1oc2nc(SCC(=O)NC3CCCCC3)nc(N)c2c1C	-1	14	1.1	4	-6	1	1	1	6%
CCC1Oc2ccccc2N(CC(=O)NCCN2CCc3ccccc3C2)C1=O (stereo unspecified)	2	-6	1.1	2	-8	5	1	2	7%
O=C(CN1CCOCC1)Nc1cccc(C(=O)Nc2cccc(C(F)(F)F)c2)c1	1	9	1	2	8	6	0.99	4	2%
CCCCCCn1c(SCC(=O)c2ccccc2)nc2c1c(=O)[nH]c(=O)n2C	3	15	1.1	8	3	8	1	6	1%
CCOC(=O)CCNC(C)C1COc2ccccc2O1 (stereo unspecified)	-2	-22	0.99	1	2	2	1	2	12%
O=C(O)CCc1nc2ccccc2n(CCc2ccccc2)c1=O	-10	-8	2.3*	20	-7	2	1.1	5	2%
CC1CN(C(=O)c2ccc(COCC(F)(F)F)o2)CC(C)O1 (stereo unspecified)	2	-7	1.1	11	6	8	1	4	1%
C=CCn1c(=O)c2ccccc2n2c(SCc3c(C(=O)OCC)oc4ccccc34)nnc12	1	4	1	-12	1	0	1	0	4%
Cc1ccc(-c2nnn(CC(=O)Nc3ccccc3-c3ccccc3)n2)c(-n2cnnn2)c1	1	24	1.1	14	-2	6	0.97	6	3%
COC(=O)Nc1sc2c(c1C(=O)NCc1ccco1)CCC2	1	-5	1.1	-7	1	7	1	0	6%

Screening results: PubChem, several laboratories

Some of the compounds tested; the hit share may differ from the screen's.
